Source: PubChem (Broad Institute)
miR-122 sensor: miR-122 inhibition in Huh7 cells | Huh7 miR-122 Renilla luciferase sensor, 48 h; neutral wells = 0, positive control = 100 | activation (reporter increase), % at 12.5 µM | actives 0.3% (n = 340,000);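 active means mean replicate activation score at least 90 and every replicate individually at or above 90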;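 further: higher luciferase means less miR-122 activity so hits act as miR-122 inhibitors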
FN deposition inh: fibronectin deposition inhibition; actives 0.086% (n = 350,000); AID 743247; inhibition, % at 12.6 µM; AH1F fibroblasts, Alexa488-fibronectin deposition fluorescence, overnight;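 active means mean inhibition across replicates of 30% or more, regardless of how many single replicates reach that level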;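 further: positive control wells lacked labelled fibronectin entirely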
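test system = AH1F fibroblasts assembling fluorescent fibronectin matrix | quantity = 10000 AH1F cells per well | buffer or medium = DMEM plus 2% serum, read in PBS | doses = single dose, pinned | incubation = 1 h cell attachment, overnight exposure to compound and label | detection = fluorescence at 485 nm excitation, 525 nm emission | read-out basis = inhibition from reduced deposited-fibronectin fluorescence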
INS-1E GSIS act: GLuc luminescence reporter in INS-1E cells, primary screen for activators of glucose-dependent secretion of insulin; INS-1E GLuc reporter insulin secretion, 2-3 h; activation, % at 16.6 µM; actives 0.61% (n = 370,000); AID 743287;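 active means lowest replicate activation of at least 40%, so every replicate reaches that level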;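 further: 0% = median of neutral control wells and 100% = median of IBMX positive control wells; some compounds called inactive have numbers as strong as hits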
CFTR F508del cor: correctors of CFTR F508del function in bronchial epithelial cells | CFBE cells, YFP halide quenching; stimulated with forskolin plus potentiator P3; % fluorescence drop versus neutral controls | activity (quench increase), % at 7.58 µM | AID 720511 | actives 0.36% (n = 350,000);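 active means mean added fluorescence quench of at least 8% versus neutral control, with both replicates also reaching 8%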;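 further: cells transiently co-express mutant CFTR-F508del with the halide-sensitive YFP; corrector assay measuring rescue of mutant channel to the surface after 24 h compound exposure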
Cneo AK release: Cryptococcus neoformans lysis via adenylate kinase release | AID 651654 | lysis activity, % at 15 µM | actives 0.2% (n = 360,000) | C. neoformans lysis, adenylate kinase release luminescence, 4 h; normalised: neutral wells 0, clomiphene wells 100;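 active means mean lysis activity across replicates of at least 80%, whatever share of replicates individually reach that level; inactive means mean lysis activity below 80%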
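Material: C. neoformans cells; Schedule: 4 h static compound exposure, 37 °C, read 1 h post-reagent; Measured by: adenylate kinase release luminescence; Read-out: signal increase indicating cell lysis; Controls: Clomiphene as positive lysis control.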
PGC1a acetyl inh: PGC1a acetylation modulation, inhibitor mode; U2OS PGC1a acetylation, AlphaScreen anti-acetyl-lysine; with virally co-expressed GCN5 acetyltransferase; inhibition, % at 15.6 µM; actives 0.17% (n = 350,000);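 active means every replicate shows inhibition of at least 40%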;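 further: 0% = neutral control wells and 100% = positive control wells; some results beyond the cut were filed as inactive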
PglD DTNB: inhibitors of Campylobacter jejuni PglD acetyltransferase; purified PglD enzyme, DTNB colorimetric CoA detection; inhibition, % at 12.5 µM; actives 0.098% (n = 360,000); AID 602405; in the data active means inhibition above about 16%, passing the limit was not always enough; further: strong numbers were not always called active
Statin myotox sup: suppressors of simvastatin-induced myotoxicity in C2C12 myotubes; ATP luminescence, 48 h; scaled: DMSO 0, geranylgeraniol control 100; rescue of ATP level, % at 7.49 µM; actives 0.78% (n = 330,000); AID 602340;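 active means mean ATP rescue above about 67%, or every replicate alone reaching that limit, limit read from the data, passing the limit was not always enough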;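 further: myotubes were challenged with 10 µM simvastatin during compound exposure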
Starred values were filed as active, the others as inactive; · = no result given; [ ] = dose if it differs, or a comment.

Fields – miR-122 sensor	FN deposition inh	INS-1E GSIS act	CFTR F508del cor	Cneo AK release	PGC1a acetyl inh	PglD DTNB	Statin myotox sup
CN(C)/C=C/C(=O)c1ccn(S(=O)(=O)c2ccccc2)c1
    0.0	0.0	4.5	0.1	-1.3	4.2	2.4	12.9
Nc1ncnc2c1ncn2[C@@H]1O[C@H](CNCc2ccc(-c3cc(C(F)(F)F)ccc3Cl)o2)[C@@H](O)[C@H]1O
    -3.9	·	-24.8	0.7	3.0	8.6	0.6	-2.1
COC(=O)c1ccc(CN2C(=O)C3CCCCC3C2=O)o1 (stereo unspecified)
    ·	1.2	7.5	1.0	·	-1.4	·	·
COC(=O)c1ccc(CN2[C@H](C(=O)OC)C[C@@]3(O)[C@H](O)[C@H](O)[C@H](O)C[C@@H]23)cc1
    12.7	4.0	-1.1	-3.4	-0.8	-2.0	-3.9	-0.9
COc1cccc(SCc2noc(C(=O)NCC3CC3)c2C(=O)NCC2CC2)c1
    3.2	5.6	-5.4	-0.6	-1.9	-4.4	-5.0	0.9
COc1cccc(-c2ccc([C@H]3[C@H]4CN(CC5CC5)CCCCN4[C@H]3CO)cc2)c1
    18.6[16.7 µM]	·	8.7	-0.3	39.7	-9.3	3.1	-5.6
O=C(CNC(=O)c1ccc(Br)cc1)NCC(=O)OCc1ccc(Cl)cc1
    -3.3	-5.9	8.7	0.1	1.7	5.8	8.7	-0.1
COc1ccccc1Nc1ncnc2c1cnn2-c1cccc(C)c1
    6.6	-2.2	·	·	-1.7	4.9	-0.2	-9.9
COc1cc(SC)ccc1C(=O)N1CCN(c2ccccc2)CC1
    1.4	2.6	-8.5	-0.3	·	0.6	·	·
O=C(COC(=O)/C=C/c1cccc(F)c1)Nc1ccccc1
    3.9	3.4	2.7	-3.6	-0.7	6.0	6.4	-2.2

Reformatted as labelled records: 2 of the compounds above
SMILES: COC(=O)c1ccc(CN2C(=O)C3CCCCC3C2=O)o1 (stereo unspecified)
  miR-122 sensor = ·; FN deposition inh = 1.2; INS-1E GSIS act = 7.5; CFTR F508del cor = 1.0; Cneo AK release = ·; PGC1a acetyl inh = -1.4; PglD DTNB = ·; Statin myotox sup = ·
SMILES: COC(=O)c1ccc(CN2[C@H](C(=O)OC)C[C@@]3(O)[C@H](O)[C@H](O)[C@H](O)C[C@@H]23)cc1
  miR-122 sensor = 12.7; FN deposition inh = 4.0; INS-1E GSIS act = -1.1; CFTR F508del cor = -3.4; Cneo AK release = -0.8; PGC1a acetyl inh = -2.0; PglD DTNB = -3.9; Statin myotox sup = -0.9

Going on with the list.
Fields – miR-122 sensor	FN deposition inh	INS-1E GSIS act	CFTR F508del cor	Cneo AK release	PGC1a acetyl inh	PglD DTNB	Statin myotox sup
Cc1cc(C)c2c(N)c(C(=O)c3ccc(Cl)cc3)sc2n1
    -0.2	6.4	1.7	·	7.2	·	-1.4	·
COc1ccc(CNC(=O)c2ccc(N(C)S(=O)(=O)c3ccc(C)cc3)cc2)cc1
    ·	0.4	-32.1	0.8	-4.9	-30.7	-4.1	·
O=C(N/N=C1\CCc2ccccc21)c1ccccc1Cl
    0.6	-8.8	-2.3	-2.4	-1.5	-8.3	·	·
CC(C)N1CCCC(C)(C(=O)Nc2ccccc2)C1 (stereo unspecified)
    -4.9	-5.4	4.1	1.2	0.7	7.7	-6.3	0.3
COc1ccc(Br)cc1C(=O)Nc1cc(C)cc(C)c1
    11.0	·	81.7*	·	-2.3	-9.7	-2.8	1.8
Cc1ccc(C)c(N2CCN(c3ccc(N4C(=O)COCC4=O)cc3[N+](=O)[O-])CC2)c1
    0.6	1.1	-10.7	·	-0.5	·	-5.5	0.0
CN(C)S(=O)(=O)n1cnc([C@H]2c3c(ncn3Cc3ccccc3)C[C@H]3COC(=O)[C@@H]32)c1
    -0.2	10.1	6.6	-2.8	25.3	2.7	-5.6	7.8
Cc1ccc(N(O)C(=O)NCCCCNC(=O)N(O)c2ccc(C)cc2)cc1
    1.7	2.0	-13.8	-0.3	-1.2	1.5	-0.1	18.8
C[C@H](CO)N1C[C@H](C)[C@H](CN(C)S(=O)(=O)c2cn(C)cn2)OCCCC[C@H](C)Oc2ccc(NS(=O)(=O)c3cccs3)cc2C1=O
    43.4[16.7 µM]	·	2.9	3.2	47.7	-17.7	0.0	1.4
Cc1ccc(S(=O)(=O)N[C@@H]2CC[C@@H](CC(=O)NCc3ccccc3F)O[C@H]2CO)cc1
    ·	·	2.1	2.4	-0.4	-12.5	-2.3	-6.3
CN1CCN(C(=O)c2ccc(S(=O)(=O)c3ccc(Br)cc3)cc2)CC1
    -2.8	·	·	·	0.3	-6.3	-1.7	8.0
CCN(CC(=O)Nc1ccccc1C(F)(F)F)C(=O)CCc1c(C)[nH]c(=O)c(C#N)c1C
    -2.3	7.3	40.4	0.1	3.0	10.1	0.5	-0.4
C[C@@H](NC(=O)c1nc[nH]c1C(=O)NC1CCN(C(=O)OC(C)(C)C)CC1)c1ccccc1
    -0.9	9.1	-2.2	-1.5	0.5	-0.5	5.2	11.2
COc1cc(C(=O)NCC(=O)N/N=C(C)\C=C\c2ccccc2)cc(OC)c1OC
    6.3	-2.0	-5.8	0.0	·	35.0	·	·
O=C(NCc1ccccc1F)C(=O)NCC1CCCN1S(=O)(=O)c1cccs1 (stereo unspecified)
    -3.1	0.5	5.9	-0.7	-0.2	19.7	-2.8	8.1
COc1ccccc1NC(=O)C(C)N(C)Cc1ccc(Cl)s1 (stereo unspecified)
    10.4	-1.6	-11.4	0.6	-1.5	-8.1	2.1	16.4
COC(=O)C(C)NC(=S)N1CCN(c2c(F)cc3c(=O)c(C(=O)O)cn(C4CC4)c3c2OC)CC1C (stereo unspecified)
    -3.8	-3.3	-13.0	2.4	·	·	·	0.5
Cc1ccc(C(=O)NCCc2ccccc2)cc1
    -3.3	·	·	·	-7.1	14.5	-2.2	-7.0
OC[C@@H]1CN(Cc2cccnc2)C[C@H](n2cnc3c(N4CCOCC4)ncnc32)O1
    0.6	6.6	5.9	0.9	-1.2	6.4	6.5	-2.5
CC(C)COC(=O)N(C)C[C@H]1OCc2ccccc2-c2ccccc2C(=O)N([C@@H](C)CO)C[C@H]1C
    ·	·	4.9	3.5	-2.6	6.8	2.4	0.8
Cc1ccc(CNc2ncnc3c2cnn3-c2ccccc2)cc1
    -6.3	-5.1	·	·	-0.2	0.3	-1.4	-16.9
C/C=C/c1ccc([C@@H]2[C@@H](CO)N(C(C)=O)[C@@H]2CN(CC)C(=O)CN(C)C)cc1
    0.0[16.7 µM]	1.1	17.6	0.0	-1.1	-4.0	0.2	8.8
CCOc1[nH]n(-c2ccccc2)c(=O)c1C=Nc1ccc(OC)cc1
    2.2	-19.0	-6.5	-0.3	1.0	·	-1.9	0.1
Cc1cc(C(O)c2ncc(-c3cccc4ccccc34)[nH]2)ccc1F (stereo unspecified)
    5.5	0.0	-25.8	1.8	0.8	·	3.3	-13.8
COC(=O)NC1CCC(NC(=O)OC)CC1 (stereo unspecified)
    -6.8	1.9	11.7	·	1.2	5.1	-14.0	1.5
CNC(=O)Cn1ncc2c3ccccc3n(C)c2c1=O
    5.1	·	·	·	0.0	·	-4.2	-6.7
Cc1oc2c(c1C(=O)O)C(=O)c1ccccc1C2=O
    -3.8	-4.9	-6.9	-0.1	-13.7	2.0	-1.1	-23.7
C[C@@H]1CN([C@@H](C)CO)C(=O)Cc2cc(NC(=O)CCCCCC(=O)Nc3ccccc3N)ccc2O[C@@H]1CN(C)S(=O)(=O)c1ccccc1
    -7.7[16.7 µM]	·	10.8	-0.1	1.2	-16.1	0.0	39.8
Cc1ccc(NC(=O)COC(=O)Cn2cnc3c2c(=O)n(C)c(=O)n3C)cc1
    -6.5	5.1	·	5.4	-2.2	-7.3	1.9	-0.8
C[C@H]1CN([C@@H](C)CO)S(=O)(=O)c2ccc(-c3cccc(C(=O)N(C)C)c3)cc2O[C@H]1CN(C)C
    -4.2[16.7 µM]	·	-5.6	0.1	5.6	1.6	-0.2	-7.0

Full records from above. Values in the order: miR-122 sensor | FN deposition inh | INS-1E GSIS act | CFTR F508del cor | Cneo AK release | PGC1a acetyl inh | PglD DTNB | Statin myotox sup
COC(=O)c1ccc(CN2[C@H](C(=O)OC)C[C@@]3(O)[C@H](O)[C@H](O)[C@H](O)C[C@@H]23)cc1 across the screens: 12.7 | 4.0 | -1.1 | -3.4 | -0.8 | -2.0 | -3.9 | -0.9
CCN(CC(=O)Nc1ccccc1C(F)(F)F)C(=O)CCc1c(C)[nH]c(=O)c(C#N)c1C across the screens: -2.3 | 7.3 | 40.4 | 0.1 | 3.0 | 10.1 | 0.5 | -0.4

Following part:
Fields – miR-122 sensor	FN deposition inh	INS-1E GSIS act	CFTR F508del cor	Cneo AK release	PGC1a acetyl inh	PglD DTNB	Statin myotox sup
NC(=O)[C@@H]1[C@H]2C(=O)O[C@H](c3ccccc3)[C@H](c3ccccc3)N2[C@H](c2ccc(O)cc2)[C@@]12C(=O)Nc1ccccc12
    ·	·	·	-0.2	-3.0	8.3	-1.9	·
Cc1ccc(N(C)C(=O)c2ccc3c(Cl)c4c(nc3c2)CCC4)cc1C
    -9.6	6.1	51.1	-1.3	1.5	1.4	0.6	22.0
COc1cccc(CNC(=O)C[C@H]2CC[C@H]3[C@H](COc4ccc(NC(C)=O)cc4C(=O)N3C)O2)c1
    -30.0[16.7 µM]	-21.8	-0.9	-0.1	-2.3	-5.4	-8.1	9.7
CSc1nccc(Oc2ccc(C#N)cc2)n1
    -10.9	7.0	9.3	·	·	-3.0	·	10.8
COc1cccc(CN(C)C(=O)CCN(c2ccccc2)S(=O)(=O)c2ccc(C)cc2)c1OC
    ·	-3.3	-39.4	-3.7	·	·	·	2.9
COCC(C)n1c(SCC(=O)NC(=O)Cc2ccccc2)nc2ccccc2c1=O (stereo unspecified)
    143.9*	4.5	9.8	-2.5	0.1	7.0	4.2	4.2
CCN(CC)S(=O)(=O)c1ccc2oc(SCc3ccc(F)cc3)nc2c1
    4.3	·	·	·	-1.8	-7.8	5.8	-14.6
COc1cccc(C(=O)OC(C)C(=O)NCC2CCCCC2)c1 (stereo unspecified)
    -0.7	-8.2	-20.3	1.0	0.8	-8.0	3.0	-12.2
CC1(C)Cc2c(cnn2-c2ccccc2)C(NC(=O)CCc2ccc(=O)[nH]n2)C1 (stereo unspecified)
    -0.5	2.8	13.2	-3.0	0.1	0.1	1.2	0.9
O=[N+]([O-])c1ccc(C(=S)N2CCN(Cc3ccccc3)CC2)cc1
    -0.5	·	-21.4	·	4.8	-9.8	5.8	·
N#C[C@@H]1[C@H](c2ccc(-c3ccccc3F)cc2)[C@@H](CO)N1C(=O)C1CCC1
    ·	3.5	-3.7	2.8	1.8	-4.5	2.6	18.1
CCOc1ccc2oc(=O)cc(CN3CCN(Cc4ccccc4)CC3)c2c1
    1.8	-0.9	0.0	1.1	-1.2	-25.4	6.8	6.2
C[C@@H]1CN([C@@H](C)CO)C(=O)Cc2cc(NS(=O)(=O)c3ccc(Cl)cc3)ccc2O[C@@H]1CN(C)C(=O)Nc1ccc2c(c1)OCO2
    -4.9[16.7 µM]	·	14.0	-4.2	·	·	·	7.6
CC(=O)Nc1cccc(-c2ccnc3c2CC(C(=O)Nc2cccc(Oc4ccccc4)c2)O3)c1 (stereo unspecified)
    -6.4	17.8	-2.0	2.2	-0.2	-40.5	0.8	13.9
CCc1cnc(N2[C@@H](C#N)[C@@H](c3ccc(C4=CCCC4)cc3)[C@@H]2CO)s1
    ·	-13.9	8.7	-0.6	9.4	4.1	2.1	-87.2
CO[C@@H]1CN(C)C(=O)c2ccc(NC(=O)C3CC3)cc2OC[C@H](C)N(C(=O)c2ccccn2)C[C@H]1C
    ·	11.1	0.3	-2.1	0.0	-17.1	-0.4	14.3
